# Assay outcomes as filed in PubChem.
# KLF5 inh = inhibitors of KLF5 expression; DLD-1 KLF5 promoter-luciferase reporter, luminescence; inhibition, % at 5 µM; hit rate 0.23% among 290,000;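 active = inhibition above a per-plate limit of that plate's mean compound inhibition plus 3 SD, cut at about 60% in these data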;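 also: 0% = DMSO wells and 100% = LY294002 at 200 µM; higher means less KLF5 promoter-driven luciferase light; inactives centre near -14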
# HIF act = HIF pathway transcriptional activation | U2OS HRE-luciferase reporter, luminescence; normalized: DMSO 0%, desferrioxamine 100% | activation, % at 7.5 µM (by protocol) | hit rate 0.32% among 300,000 | AID 1910;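 active = mean activation of at least 10% of the iron chelator positive control signal, with at least half of replicates also reaching 10%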
# Platelet DG rel = modulates dense granule release in human platelets; inhibition, %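 (compounds screened at 7.5 µM in platelet-rich plasma)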; hit rate 0.22% among 300,000; human platelet-rich plasma, SFLLRN dense granule ATP release, luminescence;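 active = mean replicate score, as percent of positive control, at or above 50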
# IEC-6 cytotox = IEC-6 cytotoxicity, counter-screen for KLF5 inhibitors | hit rate 0.78% among 290,000 | luminescence viability | inhibition, % at 5 µM; in the data active = inhibition above about 22%;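 also: 0% = plate median of test compound wells and 100% = cytotoxic reference compound wells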
# AI-2 QS mod = modulators of Vibrio harveyi AI-2 quorum sensing system | Vibrio harveyi JMH597 AI-2 luminescence/OD600 ratio, 9 h; stronger effect = lower value; strain lacks LuxN and CqsS sensors; 0 = neutral-control median | activity change, % at 7.5 µM | hit rate 0.4% among 300,000 | AID 2094; in the data active = activity change below about -75%, passing the limit was not always enough;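 also: luminescence divided by OD600 gain over 9 h not by final OD600 alone; inactives centre near 13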
# HSF1 inh = HSF1 inhibition | hit rate 0.77% among 300,000 | NIH3T3-HGL HSE-luciferase, MG132-induced, luminescence 8 h; stronger effect = lower value | AID 2098 | activity change, negative = inhibition, % at 7.5 µM (by protocol);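 active = more than half of replicate wells show activity change below -50%, luminescence cut by over half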;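 also: luciferase reports HSF-1 transcriptional activity via heat shock element; 0% = median of DMSO wells and -100% = zero luminescence signal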
# aSyn UTR inh = MLPCN primary screen, SNCA 5' untranslated region. alpha-synuclein 5'UTR reporter, inhibitor activity. inhibition, % (tested at 7.5 µM). hit rate 0.82% among 300,000. AID 1813; in the data active = inhibition above about 60%;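 also: H4 neuroglioblastoma cells stably carrying SNCA 5'UTR luciferase fusion; 0% = DMSO wells and 100% = positive control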
# HSF-1 act = increases HSF-1 driven luciferase reporter signal | activation, % at 9 µM | NIH3T3-HGL HSF-1 luciferase reporter, MG132, 8 h; 100% = twice DMSO control signal | hit rate 1.7% among 300,000;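 active = mean replicate activation of at least 50% with a set share of replicates each reaching 50%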;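 also: 0% = median of the neutral control wells and 100% = twice that signal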
# HSP90 inh = blocks HSP90-mediated luciferase refolding in reticulocyte lysate; hit rate 0.91% among 290,000; Rabbit reticulocyte lysate, luciferase refolding luminescence, 3 h; AID 1789; inhibition, % at 5.6 µM;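 active = inhibition above the screen-wide mean plus 3 SD, computed separately per campaign, cut at about 16% in these data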;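 also: 0% = DMSO wells and 100% = 60 µM geldanamycin wells; inhibitors lower the luminescence because luciferase stays unfolded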
# SKKanGAS inh = blocks kanamycin growth of S. pyogenes SKKanGAS strain; BacTiter-Glo, 6 h; inhibition, % at 7.5 µM; hit rate 1.3% among 300,000; AID 1662;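 active = mean replicate score, as percent of positive control median, at least 50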;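 also: strain carries kanamycin resistance gene driven by streptokinase promoter and grows in 40 µg/ml kanamycin; loss of luminescence reflects streptokinase promoter inhibition or plain growth inhibition; 0% = median of DMSO wells and 100% = positive control at its reference dose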
# Active calls of the source: *; · = not tested or not shown. Random draw from the library; overall some 6% were active at least once.
SMILES,KLF5 inh,HIF act,Platelet DG rel,IEC-6 cytotox,AI-2 QS mod,HSF1 inh,aSyn UTR inh,HSF-1 act,HSP90 inh,SKKanGAS inh
Cc1cc(Br)ccc1NC(=O)CN1C(=O)CCC1=O,-39,-0.1,-10,-2,12,-2,21,-2,-2,9
Cc1ccc(OCC(O)CN2CCN(CCO)CC2)c(C)c1 (centres undefined),0,-1.9,-2,-12,-13,-3,7,14,-2,1
O=c1[nH]c(=S)c2ncn(-c3ccccc3)c2[nH]1,-5,-0.3,-3,1,23,-2,9,·,-3,0
COc1ccc2c(CC(=O)Nc3c(C)n(C)n(-c4ccccc4)c3=O)coc2c1,-43,-0.6,-4,2,18,6,14,13,5,1
Cc1c(/N=C/c2ccco2)n(Cc2ccccc2)c2ccccc12,-21,0.0,12,3,-8,-2,-3,8,5,-7
CS(=O)(=O)c1ccc(SCC(=O)NC2CCS(=O)(=O)C2)c([N+](=O)[O-])c1 (centres undefined),-3,0.4,-6,3,-7,5,26,6,1,0
O=C(NC1CCCC1)C(c1ccco1)N(Cc1ccccc1)C(=O)c1csnn1 (centres undefined),-22,0.6,6,6,3,6,5,9,4,-7
COC(=O)C1=C(C)C(c2ccc(OC)cc2)NC(=O)N1 (centres undefined),-23,-0.1,-10,-3,0,2,2,15,-2,-11
CCN(CC)C(=O)C(=O)N/N=C/c1ccc(C(=O)OC)cc1,11,-0.4,5,13,6,2,2,9,-1,4
CN1C[C@@H]2C(c3ccccc3)C3(c4ccc(C#N)cc4)CC2(C3)[C@H]1c1ccccc1 (some centres undefined),·,0.2,-4,·,7,-5,-6,4,·,-4
CCOC(=O)c1nnc2ccnn2c1N,-15,-0.3,4,2,13,-4,10,20,1,-4
O=C(O)c1cc(N/N=C/c2ccc3c(c2)OCO3)ccc1Cl,-120,3.5,14,-4,·,-7,-73,-14,47*,2
Cc1ccccc1CN1CCCOCCS1(=O)=O,-24,0.4,-2,-3,16,-9,0,-5,-2,1
CC1=C(C(=O)Nc2ccccn2)C(c2ccc3c(c2)OCO3)C2=C(CC(C)(C)CC2=O)N1 (centres undefined),9,0.2,-2,2,24,·,-13,·,-6,5
CCC(=O)/C=C1/Sc2ccccc2N1CC,-21,0.0,-25,0,16,-1,0,3,-4,-4
COc1ccc(-c2nnc(NC(=O)Cc3ccccc3)o2)cc1,-8,-0.3,0,-3,18,-3,-9,1,-1,-2
COc1cccc(NC(=O)c2ccccc2Br)c1,-95,2.8,3,3,-4,-3,-106,28,-1,0
O=C(CCCc1ccccc1)NCc1ccc2c(c1)OCO2,-34,-0.6,25,-2,-7,9,8,-2,5,-4
COc1ccc(-c2n[nH]c(=S)n2Cc2ccccc2)cc1OC,-17,-1.4,-6,-8,16,0,9,-3,1,6
CC(=O)N(C)c1cccc([N+](=O)[O-])c1,-12,-0.5,-3,-6,20,2,21,2,-1,0
CCOc1c(Br)cc(C(N)=O)cc1OCc1ccccc1,-4,-0.3,8,0,16,4,4,6,0,1
O=C(NCCC1=CCCCC1)C1CCN(C(=O)Nc2ccccc2)CC1,-10,-0.4,4,3,16,12,14,6,6,-5
COCCCNc1nc2c(c(=O)[nH]c(=O)n2C)n1CCCc1ccccc1,-2,-4.1,11,10,2,4,7,31,4,-1
COc1cccc(C(=O)N(CN2CCCC2=O)c2ccccc2OC)c1,-7,0.1,4,-1,-5,-4,-12,6,1,0
CN(C)c1ccc(C(=O)C(=O)c2ccccc2)cc1,-31,-2.6,-3,4,30,6,-44,17,-2,3
CC(=O)Nc1ccc(C(=O)CSc2nnnn2C)cc1,-5,0.0,10,-7,11,-1,-16,-8,2,4
O=S(=O)(c1ccc(NC(=S)N/N=C/c2ccc(N3CCOCC3)cc2)cc1)N1CCOCC1,8,-0.7,-9,-2,16,-13,3,-12,8,1
c1nc(NC2CCCC2)c2[nH]cnc2n1,2,0.1,-18,1,4,-2,26,-15,0,2
CCCCOc1ccc(C(=O)N/C(=C/C=C/c2ccccc2)C(=O)N2CCOCC2)cc1,-2,1.1,3,5,28,3,-31,-4,-4,20
COCC(C)n1c(C)cc(C(=O)COC(=O)c2oc3ccccc3c2C)c1C (centres undefined),-46,-3.2,-1,-2,16,3,-28,-7,2,4
CC1=CC(C)(C)Nc2ccc(Cc3ccc4c(c3)C(C)=CC(C)(C)N4)cc21,-15,-14,11,0,16,-4,-8,12,3,15
O=C(C[n+]1cccc(CNC(=O)c2ccc(OC(F)F)cc2)c1)c1ccccc1,-33,-0.2,0,7,16,0,3,6,0,-8
CCOC(=O)c1sc(Nc2nc3c(OC)cccc3s2)cc1C,-29,3.4,0,8,23,25,-196,25,-2,9
CN(C(=O)COC(=O)C1CCN(S(=O)(=O)c2c(Cl)cccc2Cl)CC1)c1ccccc1,·,-0.3,-5,·,38,2,-13,7,·,5
O=C(Nc1ccc([N+](=O)[O-])cc1)c1cccc(S(=O)(=O)Nc2cccnc2)c1,-5,-0.4,4,-2,45,-2,-21,-10,0,0
O=C(c1ccc(Br)o1)N1CCN=C1SCc1cccnc1,-27,·,-2,0,33,0,2,2,1,-5
CC1CCCCN1C(=O)CSc1nc2c(c(=O)n(C)c(=O)n2C)n1C (centres undefined),-35,0.5,-2,1,26,-5,-2,-5,-1,-1
COc1ccc(C)cc1Nc1nc(N)c2cc(OC)c(OC)cc2n1,-27,-2.5,5,8,15,6,-37,31,-1,-2
O=C(N=Nc1c(O)[nH]c2ccccc12)c1ccccc1NS(=O)(=O)c1cccs1,-6,-0.5,5,5,5,-7,16,0,3,14
COc1ccc(-c2nnc(SCC(=O)NCCc3ccc(S(N)(=O)=O)cc3)o2)cc1OC,-4,-0.2,-9,0,3,-4,15,-15,5,6
CCOC(=O)c1ccc(N(C(=O)c2ccco2)C(C(=O)NC2CCCCC2)c2ccncc2)cc1 (centres undefined),-11,0.1,-8,-2,22,11,-36,19,-5,-1
Cc1ccccc1NC(=O)NC1(C(=O)N2CCC(O)CC2)CCCCC1,8,-0.7,-3,-5,19,-9,6,11,-4,0
COCCN(C(=O)COc1ccc(Cl)cc1)c1nnc(-c2cccnc2)s1,-59,-0.4,15,6,47,0,-12,-2,0,-7
O=C(COc1ccc(Cl)cc1)N(Cc1cccs1)C1CCS(=O)(=O)C1 (centres undefined),-34,-0.1,12,-5,3,7,13,23,1,-1
Cc1ccc2nc(Cl)c(C3CC(c4cccs4)=NN3C(=O)CCCC(=O)O)cc2c1 (centres undefined),-29,0.5,-6,-14,19,4,-33,-5,-3,4
Cc1cn(C)c(=O)n(C)c1=O,-9,0.3,-2,4,10,-5,21,0,5,-2
Cc1ccc(OCC(=O)NC(=S)Nc2ccccn2)c(Br)c1,-112,-2.7,-12,-4,17,-63*,39,-66,72*,8
CC(C(=O)Nc1cc([N+](=O)[O-])ccc1Cl)N1CCN(c2ccccc2)CC1 (centres undefined),-33,-0.2,10,4,16,-2,-6,10,2,7
COc1cc(C(=O)Nc2nccs2)ccc1OCc1c(C)noc1C,1,-0.1,8,0,-4,-11,-20,-2,3,-5
CC(=O)c1cccc(NC(=O)CCn2c(=O)oc3ccccc32)c1,-11,-0.9,-4,7,3,13,2,30,-2,-2

# Continuation:
SMILES,KLF5 inh,HIF act,Platelet DG rel,IEC-6 cytotox,AI-2 QS mod,HSF1 inh,aSyn UTR inh,HSF-1 act,HSP90 inh,SKKanGAS inh
Cc1c(/C=N/NC(=O)c2cc(=O)[nH]c(=O)[nH]2)c2ccccn2c1C(=O)c1ccccc1,-8,0.7,-2,5,21,2,-1,-8,4,-7
COc1ccc(S(=O)(=O)N(C)CC(=O)N2CCCC2)cc1OC,-21,0.9,-2,-3,5,10,17,8,8,0
CC(=O)c1cccc(NC(=O)CC2CCCC2)c1,-45,-0.2,-2,-2,18,-2,-16,6,-2,5
COc1ccccc1CCNC(=O)CN1C(=O)NC2(CCCC2)C1=O,·,-0.3,11,·,9,-5,7,-21,·,-4
O=C(Nc1ccon1)c1cccc(Cl)c1,-13,0.1,13,-4,13,-8,0,5,-1,4
Cc1noc(C)c1C(=O)N1CCCC(C(=O)c2cccc(C(F)(F)F)c2)C1 (centres undefined),0,-0.4,-1,-8,2,4,2,7,-4,3
CN(C(=O)c1ccc2c(c1)OCO2)C1(C)CCS(=O)(=O)C1 (centres undefined),·,-1.4,-1,·,3,-2,6,3,·,0
CCOC(=O)c1c(N2CCCCC2)c2ccccc2[nH]c1=O,-21,-0.2,70*,2,21,-59*,16,-64,3,0
CC(=O)c1cccc(NC(=O)NC2CC(=O)N(c3ccc4c(c3)OCCO4)C2)c1 (centres undefined),·,0.0,6,·,17,-3,7,-4,·,-1
CC(C)(C)c1ccccc1OCCCCN1CCCC1,1,-0.1,3,4,36,-11,-22,-8,8,4

# Molecules from the list above that contain a COOH group (two):
SMILES,KLF5 inh,HIF act,Platelet DG rel,IEC-6 cytotox,AI-2 QS mod,HSF1 inh,aSyn UTR inh,HSF-1 act,HSP90 inh,SKKanGAS inh
O=C(O)c1cc(N/N=C/c2ccc3c(c2)OCO3)ccc1Cl,-120,3.5,14,-4,·,-7,-73,-14,47*,2
Cc1ccc2nc(Cl)c(C3CC(c4cccs4)=NN3C(=O)CCCC(=O)O)cc2c1 (centres undefined),-29,0.5,-6,-14,19,4,-33,-5,-3,4

# New compounds follow
SMILES,KLF5 inh,HIF act,Platelet DG rel,IEC-6 cytotox,AI-2 QS mod,HSF1 inh,aSyn UTR inh,HSF-1 act,HSP90 inh,SKKanGAS inh
Cc1nc(SCC(=O)N2CC(=O)Nc3ccccc32)c2c(C)c(C)sc2n1,13,-0.4,1,-1,-8,-10,15,6,-1,14
Cc1cc(OCCn2cc(/C(N)=N/O)c3ccccc32)ccc1Cl,-30,-0.6,10,-2,16,26,-31,44,-2,3
CC(NC(=O)Cc1ccccc1F)c1ccc(F)cc1 (centres undefined),6,-0.3,-4,5,19,-2,12,-1,0,2
O=C(Nc1nnc(C2=COCCO2)o1)c1ccc(Cl)cc1,-28,0.9,-3,0,-59,-4,-2,4,0,26
CC(C)CCn1c(=O)c2ccccc2c2ccccc2c1=O,-19,·,·,-4,12,·,·,·,4,4
O=c1c2ccccc2nc2c3ccccc3c(NCc3cccnc3)nn12,-4,0.0,8,5,20,15,-21,22,-1,13
CCCc1nnc(NC(=O)CCC(=O)NC2CC2)s1,-14,0.2,-3,2,27,-9,9,3,-1,0
Cc1c(C#N)c2ncn(Cc3ccccn3)c(=O)c2n1-c1ccccc1,3,-0.7,8,7,20,-6,12,7,-1,-3
O=C1C(c2ccc(F)cc2)N(Cc2ccc3c(c2)OCO3)C(=O)CN1C1CCCCCC1 (centres undefined),-19,-0.1,-6,-1,16,7,13,14,4,-1
CCOc1ccc(Oc2ccc(S(=O)(=O)N3CCOCC3)cc2N)cc1,-10,-0.7,12,8,-21,-5,-9,6,4,-8
CC(=O)NCc1nnc2c3ccccc3c(-c3ccccc3)nn12,-22,-0.5,1,-5,21,-3,10,-7,2,-3
COc1cc(C2C(C(=O)OCCC#N)=C(C)NC3=C2S(=O)(=O)c2ccccc23)cc(OC)c1OC (centres undefined),-17,0.2,3,6,21,-6,30,15,3,3
COC(=O)c1ccc(OC(=O)CCc2cc(OC)c(OC)c(OC)c2)cc1,-19,0.2,0,-4,10,-9,11,-7,-2,-6
O=C(/C=C/c1ccc(F)cc1)N1CCN(c2ccccn2)CC1,-10,0.2,3,-3,9,6,2,8,0,-27
